SMARCA2 act: SMARCA2 function activation, primary screen | MG213 cells, MMTV-luciferase reporter, dexamethasone, overnight | activation, % at 9.1 µM | hit rate 1% among 370,000; in the data active = activation above about 7.8%;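 note: 0% = vehicle wells and 100% = reference activator wells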
GAA850 FXN act: increases GAA850 frataxin promoter reporter activity; HEK293 lucGAA850 FXN promoter luciferase reporter, 24 h; percent of 10 µM SAHA response; activation, % at 6 µM; hit rate 0.56% among 360,000; AID 540364;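 active = activation above the average of all compounds screened plus 3 SD, cutoff fixed separately per campaign, cut at about 7.5% in these data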;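 note: 0% = DMSO wells and 100% = 10 µM SAHA wells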
hcDAF-12 act: H. contortus DAF-12 activation, primary screen; HEK293 hcDAF-12 lit1-tk-luc reporter, luminescence; 0% DMSO, 100% Δ7-dafachronic acid; activation, % at 6.8 µM; hit rate 1.4% among 370,000; AID 652067;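 active = activation above the mean of all tested compounds plus 3 SD, cut at about 5.5% in these data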;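 note: 100% = response to 3 µM Δ7-dafachronic acid high control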
NPR1 activator: GC-A (human) enzyme activation. hit rate 0.14% among 370,000. HEK293 GC-A cells, cGMP TR-FRET, EC30 ANP; 0% at EC30 ANP, 100% saturating ANP. activation, % at 10 µM. AID 1671463. P16066; in the data active = activation above about 40%
Target sequence (P16066 whole entry, looked up): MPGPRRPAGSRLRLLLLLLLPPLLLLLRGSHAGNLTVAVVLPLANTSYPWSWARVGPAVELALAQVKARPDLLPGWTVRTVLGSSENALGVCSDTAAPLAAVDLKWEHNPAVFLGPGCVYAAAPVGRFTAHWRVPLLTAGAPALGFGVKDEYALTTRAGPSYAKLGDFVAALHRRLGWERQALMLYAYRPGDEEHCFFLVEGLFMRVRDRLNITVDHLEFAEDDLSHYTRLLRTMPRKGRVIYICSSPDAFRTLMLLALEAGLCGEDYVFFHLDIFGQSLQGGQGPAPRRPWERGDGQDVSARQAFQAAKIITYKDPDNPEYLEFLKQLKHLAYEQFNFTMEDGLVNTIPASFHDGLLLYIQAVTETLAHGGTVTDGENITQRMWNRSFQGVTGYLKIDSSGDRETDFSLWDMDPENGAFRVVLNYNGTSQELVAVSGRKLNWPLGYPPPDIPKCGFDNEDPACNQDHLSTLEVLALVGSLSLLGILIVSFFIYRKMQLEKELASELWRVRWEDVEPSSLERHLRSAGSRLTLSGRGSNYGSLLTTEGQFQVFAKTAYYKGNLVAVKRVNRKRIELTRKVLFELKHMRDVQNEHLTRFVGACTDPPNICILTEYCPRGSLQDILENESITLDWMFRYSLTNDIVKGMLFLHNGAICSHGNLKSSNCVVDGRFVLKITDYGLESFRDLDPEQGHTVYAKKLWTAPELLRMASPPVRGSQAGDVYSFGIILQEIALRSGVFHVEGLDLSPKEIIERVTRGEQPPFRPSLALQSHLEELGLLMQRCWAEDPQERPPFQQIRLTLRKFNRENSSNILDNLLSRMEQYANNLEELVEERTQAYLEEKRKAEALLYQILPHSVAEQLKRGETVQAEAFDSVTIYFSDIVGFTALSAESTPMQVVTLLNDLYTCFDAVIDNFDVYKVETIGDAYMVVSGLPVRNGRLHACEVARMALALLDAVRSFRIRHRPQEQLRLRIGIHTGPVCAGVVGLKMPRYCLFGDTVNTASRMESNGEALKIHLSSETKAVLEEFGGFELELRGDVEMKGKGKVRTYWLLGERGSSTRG
DAX1 inh-1: inhibitors of human orphan nuclear receptor DAX1 (NR0B1) | AID 504766 | HEK293 Gal4-DAX1 luciferase reporter, luminescence | hit rate 0.99% among 340,000 | inhibition, % at 6.75 µM;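 active = inhibition above the mean over all tested compounds plus 3 SD, cut at about 4.2% in these data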;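 note: 0% = DAX1-transfected cells with DMSO and 100% = empty-vector control cells with DMSO; inhibition shows as a rise in luminescence from relieved DAX1 repression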
DAX1 inh-2: DAX1 (NR0B1) inhibition, primary screen. HEK293T StAR-luciferase reporter, SF-1/DAX-1 repression relief. inhibition, % at 6.8 µM. hit rate 1.1% among 370,000. AID 652010;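 active = inhibition above the mean over all tested compounds plus 3 SD, cut at about 3.6% in these data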;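 note: 0% = DAX-1 cells with DMSO and 100% = cells lacking DAX-1 with DMSO; higher inhibition means more luminescence from relief of DAX-1 repression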
HGIII-sPLA2 inh: Blocks human group III sPLA2 activity; Q9NZ20; QFRET BODIPY PC-A2 liposome hydrolysis, fluorescence; inhibition, % at 12.2 µM; hit rate 0.56% among 370,000;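 active = inhibition above mean plus 3 SD of compounds lying within the high and low control bounds, cut at about 19% in these data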;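 note: 0% = median of test compound wells and 100% = no enzyme DMSO wells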
KLK7 zymogen act: proKLK7 (human) activation, primary screen; hit rate 0.9% among 370,000; purified proKLK7, EDANS-DABCYL substrate fluorescence; 100% is mature enzyme control, 0% vehicle; activation, % at 7 µM; P49862; AID 652039;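 active = activation above the mean of all tested compounds plus 3 SD, computed per campaign excluding outliers beyond control limits, cut at about 13% in these data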
ssDAF-12 act: activators of S. stercoralis DAF-12 nuclear receptor; hit rate 1% among 370,000; HEK293 ssDAF-12/GRIP1 lit1-tk-luc reporter, luminescence; % of 3 µM dafachronic acid response; activation, % at 6.8 µM;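 active = activation above the mean over all tested compounds plus 3 SD, cut at about 0.9% in these data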;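 note: 0% = DMSO-only wells and 100% = 3 µM delta7-dafachronic acid wells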
GC-B act: GC-B (human) receptor activation; HEK293-GC-B cells, CNP EC30, cGMP TR-FRET; 0% at EC30 CNP, 100% saturating CNP; activation, % at 10 µM; hit rate 0.11% among 370,000; AID 1920062;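 active = activation at 10 µM reaching about 35% in either raw or pattern-adjusted values, limit read from the data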
hgDAF-12 ag: hgDAF-12 agonism, primary luciferase screen; hit rate 1.8% among 370,000; activation, % at 6.8 µM; AID 687014; HEK293 GAL4-hgDAF12 UAS-luciferase reporter, agonist luminescence; normalized to butyrate control;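 active = activation above a cutoff set at the mean of all screened compounds plus 3 SD, cut at about 10% in these data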;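 note: 0% = DMSO wells and 100% = sodium butyrate wells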
An asterisk follows results filed as active; x = no result given.

SMILES	SMARCA2 act	GAA850 FXN act	hcDAF-12 act	NPR1 activator	DAX1 inh-1	DAX1 inh-2	HGIII-sPLA2 inh	KLK7 zymogen act	ssDAF-12 act	GC-B act	hgDAF-12 ag
COc1ccc(CN(C(=O)c2ccc(CN3CCOCC3)o2)C(C(=O)NCC2CCCO2)c2ccc(F)cc2)cc1 (stereo not given)	-2	-1.1	-0.3	0	-0.9	-0.5	2	0.7	-1.8	-2	-1.6
CC(O)CNCc1ccc(-c2ccccc2)cc1 (stereo not given)	-2	0.1	-1.4	-7	0.1	0.4	9	0.3	-1.6	0	2.0
CCCCN1C(=O)C(=O)N(c2ccccc2)C1=S	2	5.0	3.8	0	2.0	4.1*	0	-0.6	-0.2	2	16*
Brc1ccc(C2CC(c3ccccc3)=Nc3ccccc3N2)cc1 (stereo not given)	4	4.8	4.7	-10	4.3*	3.9*	-5	-0.6	0.7	-3	17*
CC1CCCCN1C(=O)C(=O)c1cn(CC(=O)N2CCCCCC2)c2ccccc12 (stereo not given)	-1	1.5	-0.2	3	0.3	-0.1	1	-0.2	-1.0	5	-1.3
O=C(CN1C(=O)COc2ccccc21)NCC1CCCO1 (stereo not given)	-3	0.9	-2.1	1	0.2	0.3	4	-0.6	-1.3	-1	-0.4
COC(=O)c1ccc(C(=O)OC)c(NC(=S)N2CCN(c3ccccc3F)CC2)c1	-2	-0.1	-1.2	-4	-1.1	-0.1	7	1.8	-1.1	1	2.1
COc1cc(NS(=O)(=O)c2ccc3[nH]c(=O)oc3c2)cc(OC)c1	-4	1.8	-1.5	0	x	-0.3	-13	-0.2	-0.8	0	-1.7
N#Cc1ccccc1Sc1ccccc1C(=O)N1CCOCC1	-1	-0.4	0.1	1	-0.8	1.1	3	0.4	-1.4	4	-0.6
CN(C)N=C1c2cc(S(=O)(=O)N(C)C)ccc2-c2ccc(S(=O)(=O)N(C)C)cc21	-2	1.8	-0.4	6	-0.5	-4.4	11	-0.1	-1.4	6	-0.6
CN(c1ccccc1)S(=O)(=O)c1cccc(NC(=O)CSc2nnc(C3CC3)n2C)c1	1	1.4	0.0	2	0.4	-2.1	0	0.2	-0.8	-2	-2.0
CCOc1cccc(/C(O)=C2/C(=O)C(=O)N(Cc3ccco3)C2c2ccncc2)c1 (stereo not given)	-2	1.1	-2.2	5	1.1	-0.5	0	-0.1	-0.7	2	-0.7
CCCCN(Cc1cccs1)S(=O)(=O)c1csc(C(N)=O)c1	-3	-1.0	1.8	-1	0.2	0.6	-7	0.1	-0.9	-4	2.6
COc1cc2c(Cc3ccccc3)cncc2cc1O	-2	0.1	-1.7	-17	-3.4	-3.2	-80	-27	-2.0	-7	-2.3
Cc1ccc(SC(C)C(=O)Nc2cccc(N(C)S(C)(=O)=O)c2)cc1 (stereo not given)	3	-2.8	-0.1	2	-0.6	-1.1	-4	-0.2	-1.4	3	-3.1
CCc1ccc(OCCCC(=O)Nc2nnc(C3CCCO3)s2)cc1 (stereo not given)	-2	-1.2	-0.3	-7	0.6	0.3	-6	0.4	-1.7	-1	2.9
CCCCn1nnnc1C(C1CC1)N1CCN(C/C=C/c2ccccc2)CC1 (stereo not given)	-4	x	-2.5	1	x	-1.7	-7	-0.1	-1.3	13	-0.2
CCN(C(=O)CCc1cn(CC)c2ccccc12)c1ccc(Oc2cccnc2)cc1	-1	x	-0.8	-7	x	3.6*	-21	1.0	-0.3	-10	11*
CC1CCCN(Cc2c(O)ccc3c2O/C(=C\c2ccco2)C3=O)C1 (stereo not given)	-1	2.0	-1.1	-1	-2.5	-0.7	-13	6.5	-1.7	4	-2.7
CN(CC(=O)Nc1ccncc1)S(=O)(=O)c1ccc(Cl)cc1	-3	-0.6	-0.2	4	-1.1	-0.9	2	-0.5	-0.9	2	-2.9
CCC/C=C/c1ccc(CN2C(CC(C)C)C(=O)N(Cc3cn(Cc4ccco4)nn3)CCS2(=O)=O)cc1 (stereo not given)	-5	0.5	-0.4	-15	-1.0	0.3	-42	-0.4	-1.1	-1	0.3
O=C(O)CN1C(=O)C2(OCCCO2)c2ccccc21	-3	1.1	-0.6	3	-0.2	1.0	-4	0.1	-0.9	-3	-0.7
CCOC(=O)c1cnc(SCC(=O)c2ccccc2)nc1N	14*	3.6	0.5	4	2.2	1.8	-32	0.0	-0.3	2	5.8
O=C(Nc1ccc2ccccc2n1)c1ccccc1Cl	4	3.6	7.2*	7	3.1	1.4	6	-0.3	-0.3	2	16*
CCOc1ccc(C(=O)OC(C)C(=O)N2CCN(Cc3ccccc3)CC2)cc1 (stereo not given)	-3	-0.8	-1.0	-1	-1.7	-0.9	-3	1.1	-0.8	6	0.1
CC(/C=C1\SC(=S)N(CC(=O)N2CCN(c3ccccc3)CC2)C1=O)=C\c1ccccc1	-2	3.1	-0.9	1	-1.0	-0.2	2	0.1	-0.2	-1	-0.4
CCOC(=O)N=S(=O)(Oc1ccc([N+](=O)[O-])cc1)c1ccccc1 (stereo not given)	2	1.9	-2.5	-5	1.4	0.2	4	-0.2	-0.2	-2	2.2
O=C(NCc1ccc(Cl)cc1)C(=O)c1c[nH]c2ccccc12	3	0.0	-1.3	-1	-0.8	-0.3	-12	0.5	-1.8	1	-0.1
CCN(CC)C(=O)c1csc([C@H]2C[C@H](O)[C@@H](CO)O2)n1	1	-0.2	2.6	2	x	0.5	8	-0.3	-1.3	1	-2.8
COc1cc(COCC(O)CN2CCCCC2C)cc(OC)c1OC (stereo not given)	-2	3.6	-1.7	2	2.1	-0.2	-1	0.2	-1.4	3	-0.5
CCOc1ccc(-c2c(=O)n(OCc3ccccn3)c3ccccc3[n+]2[O-])cc1	4	-1.2	-1.0	0	0.4	-0.6	0	-3.6	-0.7	0	2.4
CCOc1cc(C(=O)OCC(=O)c2c[nH]c3ccccc23)ccc1OCC(=O)N1CCOCC1	3	-1.0	2.4	-1	-1.4	-0.6	-12	0.9	-0.4	0	-3.2
CCOC(=O)C1(Cc2cccc(OC)c2)CCN(Cc2cccc(O)c2)CC1	-4	-1.4	-0.9	-6	0.5	-1.0	-25	0.4	-0.9	-3	4.1
COc1c(Cl)cc(Cl)cc1CNCCO	0	3.5	0.5	0	-0.1	0.3	0	0.1	-1.1	-2	-1.9
O=C(COc1ccc(S(=O)(=O)NCc2ccccc2)cc1Cl)NCC1CCCO1 (stereo not given)	-4	-3.1	-0.1	-4	-1.9	-0.7	-2	-0.5	-1.6	2	-2.2
CCN1CCCC1CNC(=O)c1ccc2c(c1)NC(=O)/C(=C\c1ccccc1F)S2 (stereo not given)	-2	-0.3	-1.4	20	1.2	0.5	-12	0.4	-1.4	1	2.8
CCNC(=S)N/N=C(\C)c1ccc(N2CCOCC2)cc1	-2	1.0	0.1	7	1.0	-0.2	11	-0.5	-1.9	-5	0.5
COc1cc2c(cc1OC(C)=O)CCCCC2=O	-3	2.2	-0.5	2	0.5	0.1	9	0.1	-1.4	-3	-1.3
CC1(C(=O)Nc2ccc(Cl)cc2)Cc2c(-c3ccc(C(N)=O)cc3)ccnc2O1 (stereo not given)	-5	-2.9	-1.9	-7	x	-0.6	4	0.1	-1.2	-5	-3.9
CSc1nc(NCCCO)c2c3c(sc2n1)CN(C)CC3	-2	-0.5	-2.5	11	1.4	-0.3	-6	3.5	-1.5	-4	-2.6
Cc1nn(C2CCS(=O)(=O)C2)c(Cl)c1/C=C/C(=O)OCC(=O)Nc1ccc2c(c1)OCO2 (stereo not given)	-4	0.9	0.3	-4	-0.5	0.5	-1	0.1	-0.9	-4	0.3
O=C(c1cccnc1)N1CCc2ccccc2C1	-1	2.5	0.2	-4	1.2	0.2	9	0.3	-0.9	4	0.8
CCCCn1nc(C(=O)N(CC)CC(=O)Nc2c(F)cccc2F)c2ccccc2c1=O	-3	-1.2	-2.3	0	-1.5	-0.5	17	-0.6	-1.5	5	-0.9
CN1C(=O)c2cccc3c(S(=O)(=O)Nc4ccccn4)ccc1c23	0	3.1	1.7	-5	3.4	0.7	0	11	-0.7	-2	-3.3
Nc1ccc(CCc2nc3ccccc3o2)cc1	4	4.5	1.7	2	0.7	3.5	2	0.2	-0.8	1	13*
COC(=O)c1cc(C)nc(Sc2ccccc2NC(C)=O)n1	-3	0.9	-1.4	4	x	-0.1	14	0.1	-1.2	-3	-1.7
CCOc1ccc2[nH]c(=O)c(=O)[nH]c2c1	2	-0.2	0.5	6	0.3	0.0	-1	-2.8	-1.1	-8	-1.1
Cn1nnnc1NN=Cc1ccccc1	1	2.7	1.3	6	0.1	-0.5	8	-0.6	-0.4	6	-2.2
COCCCN(C(=O)c1ccccc1F)c1nc(-c2ccc(OC)cc2)cs1	-3	2.2	-2.2	2	-0.1	-0.1	6	0.2	-2.0	4	-0.7
CCn1cc(CN2CCC(C(=O)Nc3cccc(-c4cccc(OC)c4)c3)CC2)cn1	0	-0.5	1.1	1	-0.8	1.2	0	-0.5	-0.1	1	1.4
Cc1cc(C)c(S(=O)(=O)N2CCN(c3ccc([N+](=O)[O-])c(NCc4ccco4)c3)CC2)c(C)c1	-1	-0.1	-0.1	-3	0.8	0.0	0	-0.3	-1.1	-5	3.5
O=C(NC1CCCC1)C1(C(=O)C2CC2)CC(c2ccccn2)=NO1 (stereo not given)	1	x	-2.2	5	x	0.4	1	0.8	-0.9	-1	3.1
COc1cccc(/C=C/C(=O)OCC(=O)Nc2cccc(S(=O)(=O)N3CCOCC3)c2)c1OC	0	-0.6	-1.4	3	1.9	1.1	-12	0.0	-1.5	-1	-3.5
CC(=O)c1ccc(Sc2ccccc2)c([N+](=O)[O-])c1	0	1.1	1.1	-1	1.8	-0.5	-3	-0.3	-0.4	5	0.5
CC(C)(C)c1ccc(OCCC(=O)Nc2ccc(N3CCOCC3)cc2N2CCOCC2)cc1	-3	2.6	0.0	-5	-2.1	4.0*	12	-0.6	-0.3	-2	1.0
CCOC(=O)N1CCN(C(=O)C[C@H]2C[C@@]3(C(=O)OC)C(=C[C@H](COCc4ccccc4)O[C@@H]3C)N(CCc3ccc(OC)c(OC)c3)C2=O)CC1	-3	x	-3.1	6	x	1.3	-3	0.2	-1.5	6	-1.3
COc1ccccc1-c1c(C)oc2c(CN3CCCC(C)C3)c(O)ccc2c1=O (stereo not given)	-3	0.0	-0.3	1	-0.7	0.1	-1	45*	-1.3	3	3.9
COC(=O)c1c(NC(=S)NNC(=O)c2ccc(Cl)s2)sc(C(=O)N(C)C)c1C	-2	-2.2	-0.4	1	0.1	1.1	-1	-0.2	-0.4	4	3.2
O=C(Cn1ccnc1)c1ccc(Cl)cc1	-1	1.0	1.6	0	-0.6	-0.1	-15	-1.6	-1.7	-1	-3.0

3 compounds already listed, arranged by count of non-hydrogen atoms, falling:
SMILES	SMARCA2 act	GAA850 FXN act	hcDAF-12 act	NPR1 activator	DAX1 inh-1	DAX1 inh-2	HGIII-sPLA2 inh	KLK7 zymogen act	ssDAF-12 act	GC-B act	hgDAF-12 ag
CCn1cc(CN2CCC(C(=O)Nc3cccc(-c4cccc(OC)c4)c3)CC2)cn1	0	-0.5	1.1	1	-0.8	1.2	0	-0.5	-0.1	1	1.4
O=C(NC1CCCC1)C1(C(=O)C2CC2)CC(c2ccccn2)=NO1 (stereo not given)	1	x	-2.2	5	x	0.4	1	0.8	-0.9	-1	3.1
O=C(Cn1ccnc1)c1ccc(Cl)cc1	-1	1.0	1.6	0	-0.6	-0.1	-15	-1.6	-1.7	-1	-3.0
